# SR-BI DiI inh – blocks mouse SR-BI lipid uptake from DiI-HDL | ldlA[mSR-BI] CHO cells, DiI-HDL uptake fluorescence, 3 h | 0.96% of 320,000 active | inhibition, % at 12.5 µM;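 active = mean replicate inhibition of at least 70% and a set share of replicates each scoring 70 or more; inconclusive = meets just one of the two criteria; inactive = fails both criteria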;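 also: 0% = median of neutral control wells and 100% = median of positive control wells; values of inactives mirror those of a sister screen read the other way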
# SR-BI DiI-HDL act – SR-BI HDL lipid transfer activation. CHO ldlA[mSR-BI] cells, DiI-HDL uptake fluorescence, 3 h; 100 = double the neutral-control signal. activation, % at 12.5 µM. 0.096% of 320,000 active. AID 504775;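 active = mean replicate activation of at least 60% and every replicate at or above 60%; inconclusive = mean or all-replicate condition met, but not both; inactive = mean below 60% and not all replicates reaching 60%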;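 also: 0% = median plate neutral-control signal and 100% = twice that signal; values of inactives mirror those of a sister screen read the other way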
#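 Material: SR-BI-overexpressing, LDLR-lacking CHO cells; schedule: compound exposure 3 h, 37 °C; reagent: DiI-labelled HDL at 10 µg/mL final; technique: bottom-read fluorescence, 550/595 nm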
# Keap1 Nrf2 FP – disrupts human Keap1 binding to Nrf2 peptide | Keap1 Kelch-Nrf2 peptide fluorescence polarization, 1536-well | inhibition, % at 9.4 µM | 0.15% of 340,000 active | Q14145; in the data active = inhibition above about 12%; inconclusive = no clear call, values can overlap the other calls; inactive = below about 7.3%;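 also: human Keap1 Kelch domain with fluorescein labeled Nrf2 9mer peptide probe; 0% = neutral control wells and 100% = peptide positive control; higher means more block of Keap1 binding to Nrf2 peptide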
# PvdQ acylase – P. aeruginosa PvdQ acylase inhibition; purified PvdQ acylase, fluorescence plate reader; inhibition, % at 10 µM; 0.063% of 340,000 active; in the data active = inhibition above about 30%, passing the limit was not always enough; inconclusive = no clear call, values can overlap the other calls;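 also: 0% = vehicle neutral wells and 100% = reference inhibitor wells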
# C-LANA FP – inhibitors of KSHV LANA C-terminal domain DNA binding; MBP-C-LANA/FAM-LBS DNA binding, fluorescence polarization; inhibition, % at 9 µM; 0.078% of 340,000 active; AID 504423;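 active = highest replicate inhibition at or above 60% at 9 µM, even if other replicates fall short; inactive = all replicates below 60% inhibition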;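 also: 0% = neutral control wells and 100% = 4 µM acridine orange control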
# Cardiac RTF inh – cardiac RTF calcium desensitization | P19429+P45379 | IANBD-labeled cardiac RTF, Ca2+ fluorescence | inhibition, % at 7.15 µM | 0.12% of 340,000 active;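 active = inhibition above the mean inhibition of all tested compounds plus 3 SD, cut at about 17% in these data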;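 also: assay run at fixed EC70 calcium of 1.6 mM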
# DAGLB inhibitor – blocks human DAGLB lipase activity | inhibition, % at 5.17 µM | HEK293T DAGLB membrane lysate, EnzChek fluorogenic substrate | 0.059% of 340,000 active | Q8NCG7; in the data active = inhibition above about 34%;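 also: 0% = enzyme with vehicle and 100% = wells lacking enzyme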
# NSD2 inh – inhibitors of human histone methyltransferase NSD2; NSD2 peptide methylation, AlphaScreen, 120 min; inhibition, % at 12.5 µM; 0.54% of 310,000 active; AID 743445; in the data active = inhibition above about 50%
# Target sequence (O96028 whole entry, looked up): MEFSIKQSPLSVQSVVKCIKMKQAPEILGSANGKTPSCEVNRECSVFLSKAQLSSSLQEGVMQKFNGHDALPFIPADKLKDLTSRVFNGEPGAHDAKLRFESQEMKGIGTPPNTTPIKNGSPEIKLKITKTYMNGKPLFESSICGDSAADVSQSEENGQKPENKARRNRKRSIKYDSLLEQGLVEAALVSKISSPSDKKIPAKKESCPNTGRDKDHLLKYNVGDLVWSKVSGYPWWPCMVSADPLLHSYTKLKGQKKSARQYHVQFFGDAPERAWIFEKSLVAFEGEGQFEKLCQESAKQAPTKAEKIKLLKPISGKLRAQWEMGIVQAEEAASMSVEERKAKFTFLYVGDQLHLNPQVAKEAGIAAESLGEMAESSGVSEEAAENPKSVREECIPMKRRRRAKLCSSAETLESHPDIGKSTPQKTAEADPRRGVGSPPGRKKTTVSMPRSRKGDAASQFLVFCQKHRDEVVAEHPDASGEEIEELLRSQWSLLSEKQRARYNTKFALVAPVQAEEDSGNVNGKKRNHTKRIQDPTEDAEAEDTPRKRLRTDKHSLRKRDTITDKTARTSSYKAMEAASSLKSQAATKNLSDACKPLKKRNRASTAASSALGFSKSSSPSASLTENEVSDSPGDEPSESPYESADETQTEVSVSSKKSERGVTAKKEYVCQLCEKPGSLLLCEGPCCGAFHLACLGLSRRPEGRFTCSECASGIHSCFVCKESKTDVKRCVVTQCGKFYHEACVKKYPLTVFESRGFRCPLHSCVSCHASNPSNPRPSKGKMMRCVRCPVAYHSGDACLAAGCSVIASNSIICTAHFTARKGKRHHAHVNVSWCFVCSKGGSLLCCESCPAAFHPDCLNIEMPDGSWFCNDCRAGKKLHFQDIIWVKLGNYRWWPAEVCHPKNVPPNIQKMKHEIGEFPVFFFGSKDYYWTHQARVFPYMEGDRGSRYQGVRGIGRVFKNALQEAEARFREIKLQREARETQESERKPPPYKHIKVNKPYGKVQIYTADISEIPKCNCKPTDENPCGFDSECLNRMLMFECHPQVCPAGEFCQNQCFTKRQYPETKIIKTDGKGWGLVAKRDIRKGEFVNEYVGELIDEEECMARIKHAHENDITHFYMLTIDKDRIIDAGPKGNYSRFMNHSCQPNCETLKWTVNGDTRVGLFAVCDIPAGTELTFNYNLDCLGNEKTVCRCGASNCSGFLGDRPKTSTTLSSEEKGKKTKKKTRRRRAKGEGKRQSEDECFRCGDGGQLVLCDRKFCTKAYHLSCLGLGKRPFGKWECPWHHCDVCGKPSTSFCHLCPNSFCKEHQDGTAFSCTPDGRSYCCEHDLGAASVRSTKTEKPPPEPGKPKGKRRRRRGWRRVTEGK
# PKA-R2B activ – activators of human PKA-R2B complex; 0.079% of 340,000 active; activation, % at 11.4 µM; AID 504700; PKA-R2B holoenzyme dissociation, Cy5-IP20 fluorescence polarization; R2B truncated from residue 108, S112A mutant; 0% DMSO only, 100% 113 µM cGMP;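 active = activation above a cutoff set at the mean over all compounds plus 3 SD, cut at about 18% in these data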;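 also: higher means more holoenzyme dissociation and a rise in polarization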
# Arr AP2 block – blocks beta-arrestin peptide binding to AP2 adaptin | FITC-arrestin peptide / GST-AP2 beads, flow cytometry; AP2 beta2 appendage carries R879A mutation | AID 504490 | inhibition, % at 10 µM | 0.31% of 340,000 active;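 active = inhibition above a set limit, near 3 SD of compounds lacking own fluorescence, cut at about 54% in these data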;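 also: plate controls were DMSO wells for no effect and 5 µM unlabelled arrestin peptide for full effect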
#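 test system = AP2 appendage R879A on GSH beads | buffer or medium = PBS plus Tween 20 (0.05%) and BSA (0.1%) | incubation = 12 min plus 1 h, RT | detection = bead flow cytometry, FITC channel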
# * marks the source's active call; other numbers are inactive results; ? = inconclusive; . = no result given; & = joins results of further samples. Rows are unselected; overall some 2.1% were active at least once.
SMILES,SR-BI DiI inh,SR-BI DiI-HDL act,Keap1 Nrf2 FP,PvdQ acylase,C-LANA FP,Cardiac RTF inh,DAGLB inhibitor,NSD2 inh,PKA-R2B activ,Arr AP2 block
NC(=O)CSC1=Nc2ccccc2C2=NC(CC(=O)NCc3cccs3)C(=O)N12 (configuration not stated),-26.3,26.3,-2.9,9.1,-1.0,3.3,-0.6,-2.7,2.0,-4.2
COc1ccc(C(=O)Cn2cc([N+](=O)[O-])nc2C)cc1,-10.3,10.3,-2.8,-8.2,0.0,-7.5,1.9,-2.9,-0.6,12.6
Cc1cccc(N2CCN(S(=O)(=O)c3c(C)nc4scc(C)n4c3=O)CC2C)c1 (configuration not stated),-1.8,1.8,2.9,-6.1,0.5,1.7,-4.6,105.0*,5.4,13.5
FC(F)(F)c1ccc(-c2cccc3c2C2CC3CCN2)cc1 (configuration not stated),-7.8,7.8,8.0,1.2,-1.4,-3.7,-2.7,.,0.0,6.1
CCN1C(=O)/C(=C/c2ccc(C)o2)N(C)C1=S,-9.9,9.9,-5.7,-12.9,-0.9,-17.2,-0.8,3.5,-1.1,12.9
O=C(Cn1c(=O)sc2ccccc21)OC(CCl)CCl,-7.9,7.9,2.2,-5.1,-0.8,0.8,-0.5,19.1,-12.5,-12.4
c1ccc(-n2c(Sc3cnccn3)nnc2-c2cccs2)cc1,-16.3,16.3,-3.6,0.5,-0.4,0.2,-0.5,-2.2,5.3,11.0
CCc1nc2nc(C)cc(Nc3cccc(C(F)(F)F)c3)n2n1,-19.7,19.7,-6.6,-7.3,-0.4,-4.8,0.0,-1.6,-11.2,-1.7
COc1ccc(C(=O)Nc2ccc(CN3CCOCC3)cc2)cc1Br,-1.9,1.9,0.1,11.9,-1.2,-4.7,-3.4,-2.4,-2.3,-6.3
NC(=O)C1CCN(c2c([N+](=O)[O-])cc(C(F)(F)F)cc2[N+](=O)[O-])CC1,1.0,-1.0,4.8,-12.5,-0.5,-5.5,1.6,-0.8,-1.7,-7.3
CC(C)(C)C(=O)Nc1sc2c(c1C#N)CCN(Cc1ccccc1)C2,36.8,-36.8,-5.6,-3.9,5.4,-14.5,-5.9,.,-16.0,5.7
CCOC(=O)c1ccc(NC(=O)CCc2nnc3ccc(N4CCN(C)CC4)nn23)cc1,-6.3,6.3,-4.1,6.6,-0.4,1.4,-1.0,-2.3,2.3,26.2
O=C(CSc1nnnn1-c1ccc(F)cc1F)Nc1ccccc1F,3.7,-3.7,-1.5,-20.2,-1.5,-12.8,-5.9,-3.3,0.9,-9.0
COc1ccccc1NC(=O)Cn1nnc(-c2ccccc2NC(=O)c2cccs2)n1,42.3,-42.3,-0.1,-13.9,-0.3,-30.4,-3.2,-1.3,-4.8,1.7
COC(c1ccccc1)c1nnc(CCC(=O)NC2C3CC4CC(C3)CC2C4)o1 (configuration not stated),-15.4,15.4,-8.0,-14.0,-0.1,6.9,-1.7,-1.5,8.6,0.0
COc1ccc(-c2nc3c(=O)n(C)c(=O)[nH]c3n2CCc2ccccc2)cc1,-7.1&1.8,7.1&-1.8,-4.2,-4.8&-7.8,1.1,-12.6,-1.9,0.0,-0.5,2.3
COc1ccc(-c2nn(C)c(=O)c3ccccc23)cc1CNS(C)(=O)=O,22.6,-22.6,4.0,1.8,-0.7,-1.9,0.3,2.0,-5.3,4.0
Cc1ccc(S(=O)(=O)NCCN2CCN(S(=O)(=O)c3ccccc3Cl)CC2)cc1,1.9,-1.9,3.1,1.7,0.1,1.1,-2.4,-0.7,-7.4,25.3
CCCCn1c(N)c(N(Cc2ccccc2OC)C(=O)C(C)Oc2ccc(Cl)cc2)c(=O)[nH]c1=O (configuration not stated),-13.7,13.7,0.1,-2.4,-0.7,0.2,2.8,2.4,-2.4,22.5
CCCCN(C(=O)CC1CCCC1)c1c(N)n(CC(C)C)c(=O)[nH]c1=O,-9.8,9.8,-6.0,-2.2,0.7,-7.7,0.4,-1.6,-14.4,-2.2
CCOc1ccc(S(=O)(=O)Nc2ccn(C)n2)cc1,-12.1,12.1,2.1,6.4,-1.3,-3.3,-1.7,-1.7,6.1,77.3*
COc1ccc(S(=O)(=O)N2CCOCC2)cc1NC(=O)CSc1nc(C)c(C)c(C)n1,-75.7,?,-0.6,-16.7,0.9,-0.2,-0.9,-0.5,-4.4,0.1
Cc1ccc(C)c(N2N=C(C(=O)OCc3nnc(-c4cccs4)o3)CCC2=O)c1,-21.1,21.1,1.1,-9.6,-0.4,-10.8,0.5,3.9,4.7,3.8
CN(CC(=O)Nc1cccc(F)c1)CC(=O)N(C)c1c(N)n(Cc2ccccc2)c(=O)[nH]c1=O,-14.2,14.2,-3.0,1.5,-1.4,0.3,-3.9,-2.0,-2.2,24.6
O=C(CCSc1ccc(Cl)cc1)NC1CCCCC1,-23.6,23.6,5.8,-0.4,4.7,-3.7,-5.2,-5.5,4.5,35.5
# (list continues)
SMILES,SR-BI DiI inh,SR-BI DiI-HDL act,Keap1 Nrf2 FP,PvdQ acylase,C-LANA FP,Cardiac RTF inh,DAGLB inhibitor,NSD2 inh,PKA-R2B activ,Arr AP2 block
COCCOc1ccc(C(F)(F)F)cc1N,-12.4,12.4,-0.2,-12.7,-0.9,-6.9,-5.3,-0.1,-11.1,8.2
COCCN1Cc2cccc(C(=O)Nc3cccc(-c4nc5ccccc5[nH]4)c3)c2C1=O,.,.,3.5,-1.0,-0.8,-5.7,0.3,-9.1,3.5,-14.9
CCOc1ccccc1/C=C(\C#N)C(=O)Nc1cccc(C(=O)O)c1,-9.5,9.5,-3.4,1.5,1.7,-14.7,3.2,7.7,-2.5,-8.1
COc1cccc(-c2nn(-c3ccccc3)cc2C(=O)Nc2nccs2)c1,45.8,-45.8,-1.1,-6.4,-1.3,-1.5,-3.7,1.8,-10.0,12.4
Cc1nonc1NC(=O)CSc1nc2ccccc2o1,-25.9,25.9,-0.3,-5.1,-1.3,0.8,0.1,2.5,-8.6,11.9
COCN(C#N)c1nc(OC)nc(OC)n1,-5.2,5.2,0.6,-4.1,0.5,14.7,1.2,-1.8,-2.9,0.8
O=C(Nc1ccc(Cl)cc1)[C@@H]1[C@@H]2C(=O)N(c3cccc(F)c3)C(=O)[C@@H]2[C@H]2C=CC=NN21,15.9,-15.9,-2.7,-3.5,-0.7,-3.2,7.4,1.1,-6.1,17.7
CCOC(=O)CN1C(=O)N[C@@H](c2cccc(F)c2)C(C(=O)OC)=C1C,-13.7,13.7,1.3,-4.2,0.6,12.7,-1.8,.,-4.8,4.4
CC(Sc1nnc(CN2CCCC2)n1Cc1ccccc1)C(=O)Nc1ccc(F)cc1Cl (configuration not stated),42.3,-42.4,-0.1,-7.3,-0.9,4.2,-1.9,1.3,-1.4,11.3
CCCN(CCC)CC(O)CN(c1cc([N+](=O)[O-])ccc1OC)S(=O)(=O)c1ccccc1 (configuration not stated),-8.4,8.4,7.9,8.9,-1.2,-2.3,1.0,.,-6.4,6.3
Cc1cccc(C(=O)NNC(=O)C2CCCO2)c1 (configuration not stated),-31.2,31.2,0.7,-2.7,-0.6,-3.7,-0.7,-7.1,-11.0,27.1
O=C(c1ccco1)N1CCN(S(=O)(=O)c2cccc(Cl)c2)CC1,-22.6,22.6,2.1,4.8,0.6,-1.9,-0.3,-2.6,-5.9,26.7
COc1cc2c(cc1OC)CN(c1ccc([N+](=O)[O-])cc1Cl)CC2,80.1*,-80.1,-7.2,-7.1,1.1,-11.3,-1.4,2.4,1.3,5.0
S=c1nc(-c2ccccc2Cl)[nH][nH]1,-0.6,0.6,4.2,-9.9,0.0,11.3,0.3,-1.6,-0.2,-16.8
Cc1ccc(C(=O)NCCc2cccc(Cl)c2)cc1[N+](=O)[O-],12.1,-12.1,-6.0,-15.0,-1.2,-0.7,-4.9,-0.3,4.2,-5.8
CC(=O)NCCCc1nc2ccccc2n1Cc1cc(C)ccc1C,5.6,-5.6,5.7,-2.2,-1.4,-3.0,-3.6,-3.2,2.3,6.6
CCCNC(=O)c1ccc(N2CCC3(CC2)CC(c2ccccc2)=NO3)c(NC(=O)c2cccc(OC)c2)c1,16.7,-16.7,-0.5,3.5,3.8,-3.1,-11.4,.,1.0,9.5
CC(C)Oc1ccc(C2CNC(=O)C2)cc1 (configuration not stated),-23.5,23.5,-0.5,11.8,-1.7,0.8,-1.9,.,-0.5,8.8
CCNc1nc(NCC)nc(N/N=C/c2ccc(O)c(O)c2)n1,-12.1,12.1,-0.9,0.6,-0.2,-4.5,1.1,36.7,4.2,17.5
CCOc1ccccc1NC(=O)C(=O)NCCC1=CCCCC1,-2.0,2.0,3.9,-10.3,-0.8,-6.2,-21.5,-2.2,-6.3,5.6
COc1ccc(-n2cnnc2SCc2cnc(-c3ccccc3)s2)cc1,-6.4,6.4,-2.4,-15.8,-2.8,2.4,-1.4,1.2,-10.3,-5.8
COc1cc(/C=N/NC(=O)c2nnn(-c3nonc3N)c2-c2cccs2)ccc1O,42.3,-42.3,-5.7,7.9,-0.9,-3.8,-0.1,11.8,4.5,24.4
COC(=O)c1ccc(NS(=O)(=O)c2cc(C)ccc2OC)cc1,-5.7,5.7,-3.3,-8.9,-0.8,-14.4,-1.7,-0.6,-5.1,-14.7
CCOC(=O)c1cnc2ncnn2c1N,-25.5,25.5,-1.8,-12.9,-1.0,-5.0,-0.5,-1.4,-4.9,6.1
CCCCNC(=O)CNC(=O)c1nn(-c2ccc(OC)cc2OC)c(=O)c2ccccc12,5.3,-5.3,2.2,-2.2,-0.4,0.2,0.0,-0.6,0.1,11.6
Cn1c(SCC(=O)N2CCN(c3ccccc3)CC2)nnc1-c1c[nH]c2ccccc12,7.4,-7.4,4.2,13.4,1.7,-1.5,3.0,.,5.8,-2.0
COC(=O)c1ccccc1NC(=O)c1c(O)c2c([nH]c1=O)CCCC2,38.8,-38.8,-4.3,7.6,6.4,1.9,3.0,5.4,-0.4,3.4
O=C(CN1CCc2ccccc2C1)Nc1ccccc1C(=O)NC1CC1,10.1,-10.1,4.2,-4.3,-1.4,1.6,0.7,-0.7,6.4,-3.1
COC(=O)CCc1cccc(CCC(=O)OC)c1,-14.2,14.2,1.0,-6.9,2.7,0.2,-5.6,.,8.6,-0.9
CCOC(=O)C1(CC2CC2)CCN(C(=O)c2cccnc2C)CC1,43.2,-43.2,-4.0,-2.6,-0.7,-16.5,2.2,-3.6,-11.8,25.6

# 2 compounds from above with just PKA-R2B activ.
Structure	PKA-R2B activ
O=C(Cn1c(=O)sc2ccccc21)OC(CCl)CCl	-12.5
c1ccc(-n2c(Sc3cnccn3)nnc2-c2cccs2)cc1	5.3

# Screening results as filed in PubChem BioAssay.
